Bioassay records from PubChem.
S2 tox = cell viability loss in ATXN counter-screen; Potency, µM (doses to about 56.7 µM), most hits filed as cytotoxic; S2 cells (HEK-293 line with an ATXN2-luciferase reporter) viability, CellTiter-Fluor protease fluorescence, 24 h; 400,000 compounds, 0.49% hits; note: potency is the fitted concentration of half-maximal effect; nearly all actives have a fitted effect of over 40% in size
KB-V1 MDR tox = KB-V1 MDR subline cytotoxicity | KB-V1 MDR cells viability, CellTiter-Glo, 72 h | Potency, µM (titrated, usually from 46.1 µM), for the others: at the top dose activity change, negative = cytotoxicity, actives largely listed as cytotoxic | 400,000 compounds, 3.4% hits | AID 1347076; note: potency is the fitted concentration of half-maximal effect; % is set by controls: 0 for no effect and ±100 for the full control effect; nearly all actives have a fitted effect of over 60% in size
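Cells of the MDR subline KB-V1 are plated, dosed with compound at multiple concentrations, and incubated 72 h at 37 degrees C; CellTiter-Glo is then added and luminescence read after 10 min.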
HT1080 IDH1KD tx = HT-1080 IDH1 knockdown cell toxicity (counter line); HT-1080 IDH1 knockdown viability, ATP luminescence, 48 h; 360,000 compounds, 2% hits; Potency, µM (doses to about 46.1 µM), without a hit: top-dose activity, negative = toxicity, hits mostly cytotoxic;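 note: potency is the fitted concentration of half-maximal effect; 0% = DMSO wells and -100% = cell-free medium wells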
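Knockdown cells (IDH1KD HT-1080) received compounds 2 h after plating at 750 cells/well and were kept 48 h at 37 °C in 5% FBS RPMI. A CellTiter-Glo luminescence read gave % activity for curve fitting.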
SW480 rereplic = induces DNA re-replication in SW480 colon adenocarcinoma cells; SW480 DNA re-replication, Hoechst DNA content imaging, 48 h; 340,000 compounds, 1.8% hits; Potency, µM (top dose mostly 46.1 µM), for the others: at the highest dose re-replication activation, actives largely listed as activators; note: potency is the fitted concentration of half-maximal effect; % of control where 0% means no effect; nearly all actives have a fitted effect of over 55% in size
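Hoechst fluorescence of nuclei (405 nm excitation, 500-530 nm emission) measured by plate-scanning imager after 48 hr compound exposure at 37 C; re-replication scored as increased number of nuclei with elevated intensity.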
ATXN2 expr inh = reduces ATXN2 reporter expression in HEK-293 cells. HEK-293 ATXN2-luciferase reporter, luminescence, 24 h. Potency, µM (series often up to 57 µM), inactives show at the top dose activity change, negative = inhibition, most hits filed as inhibitors. 360,000 compounds, 0.72% hits; note: potency is the fitted concentration of half-maximal effect; % is set by controls: 0 for no effect and ±100 for the full control effect; nearly all actives have a fitted effect of over 55% in size
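qHTS (up to 57 uM final) was run with 24 h compound exposure of reporter cells at 37 °C. Each well was multiplexed: SteadyGlo luminescence measured ATXN2-luciferase expression after a fluorogenic Gly-Phe-AFC viability readout (25 uM final).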
HT1080NT lethal = kills 2HG-producing HT-1080-NT fibrosarcoma cells; HT-1080-NT fibrosarcoma viability, CellTiter-Glo ATP luminescence, 48 h; Potency, µM (top dose mostly 46.1 µM), without a hit: at the top dose activity, negative = less viability, most hits filed as cytotoxic; 360,000 compounds, 1.6% hits; AID 686970;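 note: NT is the 2HG producing partner of a matched IDH1 knockdown line; potency is the fitted concentration of half-maximal effect; 0% = DMSO-treated cells and -100% = media-only wells without cells; nearly all actives have a fitted effect of over 55% in size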
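HT-1080-NT fibrosarcoma cells (2HG-overproducing), 750 cells/well in RPMI with 5% FBS, dosed after 2 h and incubated 48 h at 37C. CellTiter-Glo luminescence normalized to DMSO and no-cell wells; concentration-response curves fitted and classed.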
IL-1B inflam inh = inhibitors of inflammasome signaling (IL-1 beta secretion); 360,000 compounds, 4.7% hits; activity change, % at 57.5 µM; THP-1 LPS/ATP IL-1B secretion, AlphaLISA, 16 h; hits give low values; in the data active = activity change below about -50%; inconclusive = mostly about -30% to -49%; note: % is set by controls: 0 for no effect and ±100 for the full control effect
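Secreted IL-1B measured by AlphaLISA bead assay after 16 h compound exposure of THP-1 cells; compounds (final up to 57.5 uM) added 1 h before LPS (250 ng/mL) and ATP (1.25 mM) stimulation; lower signal means less secretion.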
KB-3-1 cytotox = KB-3-1 parental cell cytotoxicity | Potency, µM (titrated, usually from 46.1 µM), for the others: top-dose activity change, negative = cytotoxic, hits mostly cytotoxic | KB-3-1 viability, CellTiter-Glo ATP luminescence, 72 h | 400,000 compounds, 1.4% hits; note: potency is the fitted concentration of half-maximal effect; % is set by controls: 0 for no effect and ±100 for the full control effect; nearly all actives have a fitted effect of over 60% in size
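Viability of parental KB-3-1 cells, measured by CellTiter-Glo luminescence, followed a 72 h incubation at 37 °C with pinned compounds in phenol-red-free DMEM containing 10% FBS.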
MCF10A rereplic = DNA re-replication induction in MCF 10a cells | MCF 10A DNA re-replication, Hoechst nuclear intensity, 48 h | Potency, µM (doses to about 46.1 µM), without a hit: at the highest dose activity, positive = re-replication, hits mostly activators | 350,000 compounds, 2.9% hits; note: potency is the fitted concentration of half-maximal effect; % of control where 0% means no effect; nearly all actives have a fitted effect of over 50% in size
An asterisk follows results filed as active; i = inactive; ? = inconclusive; . = not tested or not shown; [ ] = another dose, or the depositor's remark. Unless noted, calls come from the whole dose curve; as a rule, active = well fitted curve in the direction sought with a large enough effect; inconclusive = small, poorly fitted or top-dose-only effect, or another doubt; inactive = no such curve, though single readings can be large; an effect the other way counts as inactive or inconclusive.

SMILES	S2 tox	KB-V1 MDR tox	HT1080 IDH1KD tx	SW480 rereplic	ATXN2 expr inh	HT1080NT lethal	IL-1B inflam inh	KB-3-1 cytotox	MCF10A rereplic
Cc1cccc(C)c1NC(=O)CSc1cc(C(=O)c2nccn2C)c2ccccc2n1	i	?	-19.4%	3.9%	-0.9%	-15.6%	?	0.3%	11.0%
COc1ccc(C2C(=O)c3ccccc3C2=Nc2ccc(Br)cc2)cc1 (stereo not drawn)	?	-0.1%	-15.7%	-1.9%	-19.2%	-12.7%	7.3	-2.3%	1.6%
O=c1c(-c2nnc(SCc3ccc(Cl)c(Cl)c3)o2)cccn1Cc1ccccc1	i	?	0.2%	4.3%	-31.1%	-4.9%	38.5	?	1.0%
Cn1c(SCC#N)nnc1-c1cnccn1	i	2.4%	0.8%	-3.1%	3.7%	5.5%	-4.3	3.3%	-2.9%
O=C(O)CCCC(=O)N1CCC(C(O)(c2ccccc2)c2ccccc2)CC1	?	0.9%	0.0%	5.9%	-4.0%	11.9%	-7.0	2.0%	-0.1%
Cc1ccccc1Cn1c(=O)n(CCc2ccccc2)c(=O)c2c(C)c(C)sc21	i	15.1%	.	.	9.8%	.	.	0.4%	.
FC(F)(F)c1cc(-c2ccco2)nc(NCc2cccs2)n1	?	4.2%	-7.6%	-2.1%	-4.7%	-9.4%	-13.3	4.6%	?
COc1ccc(N(C)S(=O)(=O)c2cccc(C(=O)NCC3CCCO3)c2)cc1 (stereo not drawn)	i	-17.0%	-3.6%	3.0%	-4.9%	2.7%	-7.2	-5.7%	?
COc1ccc(NS(=O)(=O)c2ccc(C(=O)N3CCC(C)CC3)cc2)cc1	i	-4.0%	-12.6%	2.3%	-15.7%	-5.4%	-2.2	-14.0%	7.2%
Cc1nn(Cc2noc(C(=O)NCc3cccc(F)c3)n2)c(C)c1Br	i	0.0%	.	.	0.9%	.	.	12.9%	.
CCOc1ccccc1NC(=O)Cn1nnc(C(=O)NCCc2ccc(OCC)c(OCC)c2)c1N	i	15.2%	-12.6%	4.7%	-22.7%	-11.6%	-13.3	-7.4%	8.2%
CNC(=O)COC(=O)c1cccc(S(=O)(=O)N2CCN(c3ccc(F)cc3)CC2)c1	i	?	-0.9%	8.4%	2.1%	8.4%	6.1	-4.6%	-1.1%
Cc1nc(C(=O)O)nn1-c1cc(Cl)ccc1Cl	i	?	21.1%	-1.7%	21.1%	7.6%	6.0	-4.5%	-3.6%
Cc1ccc(S(=O)(=O)N2CC(C)N(C(=O)N3CCOCC3)C2)cc1 (stereo not drawn)	i	-13.6%	11.4%	-7.6%	-11.7%	15.6%	-12.7	-3.2%	-1.3%
O=C(NCCCO)c1ccc(CSc2nc3ccccc3c(=O)[nH]2)cc1	i	16.2%	-9.6%	15.9%	-1.7%	-17.0%	22.2	1.6%	?
O=C(Nc1ccc2ccccc2c1)C(C1CC1)n1c(=O)c(-c2cc3ccccc3[nH]2)nc2ccccc21 (stereo not drawn)	.	?	?	.	.	?	-14.6	?	.
Cc1cccc(CC2S/C(=N/N=C/c3ccco3)N(c3ccccc3)C2=O)c1 (stereo not drawn)	i	0.9%	-18.5%	-1.6%	-0.5%	-12.8%	-10.6	23.9%	13.5%
CCCCC(Sc1nc(C)c(Cc2ccccc2)c(=O)[nH]1)C(=O)O (stereo not drawn)	i	20.4%	6.3%	8.9%	.	6.0%	-5.8	1.8%	-1.5%
COC(=O)C1=C(C)Nc2nnnn2C1c1cccnc1 (stereo not drawn)	i	-1.3%	0.2%	1.2%	-4.9%	-1.3%	12.5	5.5%	6.6%
CN(C(=O)CSc1nnc(-c2ccc(F)cc2)c2ccccc12)C1CCS(=O)(=O)C1 (stereo not drawn)	i	-25.6%	?	?	38.6%	-17.2%	-90.7*	12.8%	-4.5%
CCc1cc(=O)oc2c(C)c(OCC(=O)NCC3CCC(C(=O)O)CC3)ccc12 (stereo not drawn)	i	-1.1%	0.5%	-6.3%	3.3%	5.4%	3.7	0.0%	-2.6%
C/C(=C/C=N/Nc1nc(N2CCCCC2)nc(N2CCCCC2)n1)c1ccccc1	i	-13.5%	2.0%	17.0%	-4.0%	1.0%	-12.5	-8.3%	16.3%
CCOC(=O)c1sc2ccccc2c1S(=O)(=O)N1CCN(c2cccc(C)c2C)CC1	i	-0.4%	.	.	8.3%	.	.	-0.3%	.
O=C(NCCc1ccccc1)C1CCN(S(=O)(=O)c2ccc(Br)s2)CC1	i	2.06µM*	-5.3%	-0.4%	0.8%	0.4%	-0.1	-1.3%	-0.4%
CCc1ccc(NC(=O)C(=O)NCCc2sc(-c3ccc(C)cc3)nc2C)cc1	i	0.9%	.	.	2.9%	.	.	5.8%	.
CCOc1ccc2[nH]c(C)c(CN3CCN(C)CC3)c(=O)c2c1	.	4.1%	0.7%	-20.6%	.	10.6%	-7.9	11.7%	0.6%
COc1cc(S(=O)(=O)N2CCN(C(=O)c3ccco3)CC2)c(OC)cc1C	i	-4.0%	-1.8%	-12.3%	122.3%[activator]	-2.5%	4.2	0.0%	-1.2%
CCOC(=O)c1c(C)[nH]c(C(=O)OCC(=O)Nc2sc(C(=O)N(C)C)c(C)c2C(=O)OCC)c1C	i	?	-0.7%	-1.4%	-15.5%	-11.4%	-51.3*	-22.0%	1.1%
CCOc1ccc(NC(=O)CC2C(=O)N(c3ccc(F)cc3)C(=O)N2Cc2ccc(OC)c(OC)c2)cc1 (stereo not drawn)	i	19.1%	.	.	2.2%	.	.	2.2%	.
O=C1CCC(C(=O)OCc2cc(Cl)ccc2OC(F)F)N1 (stereo not drawn)	i	?	13.4%	-0.1%[9.22 µM]	0.2%	12.2%	-0.2	0.0%	-15.1%
COc1cccc(CNCc2c(C(=O)O)n(Cc3ccc(C)cc3)c3cc(C)ccc23)c1OC	?	-12.2%	.	.	5.5%	.	.	?	.
COc1ccccc1NC(=O)c1ccc(NC(=O)CNC(=O)c2ccc(OC)c(OC)c2)cc1	?	-0.9%	1.5%	-1.7%	-16.8%	8.5%	40.2	?	-2.6%
COc1ccccc1NC(=O)c1ccc2nc(C)sc2c1	i	-0.8%	-0.6%	14.8%	15.0%	3.3%	18.6	8.1%	0.8%
CCC(CC)C(=O)Nc1cccc(C(=O)NCCc2ccccc2)c1	i	-0.7%	1.0%	9.3%	.	2.5%	-27.4	-2.0%	4.2%
CCOC(=O)Cc1csc(NC(=O)c2ccncc2)n1	i	16.2%	-14.7%	2.9%	-7.2%	-0.7%	-9.7	?	?
O=C1/C(=C/c2cccc(F)c2)SC(=S)N1NS(=O)(=O)c1ccccc1	i	11.2%	-5.0%	-3.7%	-10.2%	-12.3%	-10.9	10.8%	-1.0%
CSc1nnc(-c2ccc(S(=O)(=O)N3CCCCC3)cc2)o1	i	-2.0%	-1.1%	-4.8%	-5.0%	6.7%	3.5	1.0%	-0.2%
Cc1cc(NC(=O)c2ccc(Cl)cc2)c(C(C)C)cc1O	.	9.9%	6.2%	-6.7%	.	2.9%	15.8	4.2%	0.0%
CCCCSc1[nH]c(=O)c(C(=O)OCC)cc1C#N	i	3.4%	-2.4%	2.4%	-0.7%	-0.8%	22.2	8.5%	16.1%
FC(F)(F)c1ccc2c(c1)C1C=CCC1C(c1ccncc1)N2 (stereo not drawn)	i	?	?	-4.2%	?	?	?	-0.5%	?
COc1ccc(N2CCN(C(=O)c3ccc(OCC4CCCO4)cc3)CC2)cc1 (stereo not drawn)	i	-27.5%	0.0%	-7.2%	-2.5%	1.3%	3.1	-5.7%	8.8%
N#Cc1ccc(NC(=O)C2CC(c3ccc(F)cc3)=NO2)cc1 (stereo not drawn)	i	-6.4%	?	-5.0%	-2.9%	?	7.6	-8.9%	-4.5%
O=C1CCCc2nc(N3CCCCC3)sc21	i	12.0%	10.2%	0.0%	33.5%	8.9%	4.3	18.6%	15.7%
O=C(Oc1ccc(Br)cc1)c1n[nH]c(=O)c2ccccc12	i	-6.8%	-2.8%	?	11.3%	-1.2%	16.4	1.9%	0.0%
CCOC(=O)c1sc2nc(-c3ccccc3)ccc2c1N	i	10.4%	18.3%	?	0.0%	26.0%	-2.7	17.7%	?

Quoted from the listing.
Result for COc1cccc(CNCc2c(C(=O)O)n(Cc3ccc(C)cc3)c3cc(C)ccc23)c1OC in ATXN2 expr inh: 5.5%
Result for O=C1CCCc2nc(N3CCCCC3)sc21 in IL-1B inflam inh: 4.3

(list continues)
SMILES	S2 tox	KB-V1 MDR tox	HT1080 IDH1KD tx	SW480 rereplic	ATXN2 expr inh	HT1080NT lethal	IL-1B inflam inh	KB-3-1 cytotox	MCF10A rereplic
CSCC[C@@H](C(=O)Nc1ccc2c(c1)OCCO2)N1Cc2ccccc2C1=O	i	3.5%	-3.0%	?	20.2%	-1.0%	-7.9	6.5%	-9.6%
CSC1=NC(NCCCO)c2c(sc3c2CC(C)(C)OC3)N1 (stereo not drawn)	i	0.1%	-7.9%	-2.5%	-2.0%	-6.3%	0.9	-2.5%	12.5%
COc1cc(OC)cc(C(=O)NC2CCN(Cc3nnnn3Cc3ccc(F)cc3)CC2)c1	i	4.2%	-5.5%	-3.2%	.	2.5%	-22.9	-1.3%	-1.8%
CN(C)S(=O)(=O)Nc1ccc(-c2cn3ccsc3n2)cc1	i	?	.	.	24.7%	.	.	-3.8%	.
Cn1cnnc1SCC(=O)N(Cc1ccc2c(c1)OCO2)C1(C(=O)NC2CCCCC2)CCCC1	i	-28.2%	-0.3%	-4.0%	-10.0%	3.9%	-19.7	10.8%	3.8%
COc1ccc(Cl)cc1NC(=O)COC(=O)c1cc(C)oc1C	?	0.0%	5.1%	-7.9%	-25.5%	-2.2%	-28.3	6.6%	-7.0%
